Bioassay records deposited in PubChem BioAssay by National Center for Advancing Translational Sciences (NCATS).
Gal4-VP16 FLuc: VP16 counterscreen qHTS for inhibitors of ROR gamma transcriptional activity; actives 3.5% (n = 310,000); Drosophila S2 Gal4-VP16 UAS-luciferase, luminescence, 20 h; Potency, µM (highest dose often 53.6 µM), without a hit: top-dose activity, negative = inhibition, actives largely listed as inhibitors;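 note: Gal4-VP16 expression switched on by copper sulfate through the metallothionein promoter; % is set by controls: 0 for no effect and ±100 for the full control effect; nearly all actives have a fitted effect of over 50% in size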
FLuc counter: qHTS profiling assay for firefly luciferase inhibitor/activator using purifed enzyme and Km concentrations of substrates (counterscreen for miR-21 project); purified FLuc, Km substrates, luminescence inhibition; Potency, µM (series often up to 57.5 µM), for inactives: at the highest dose activity change, negative = inhibition, hits mostly inhibitors; actives 6.9% (n = 360,000);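 note: plate controls were vehicle for no effect and reference inhibitor for full effect; nearly all actives have a fitted effect of over 55% in size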
Target sequence (P08659 whole entry, looked up): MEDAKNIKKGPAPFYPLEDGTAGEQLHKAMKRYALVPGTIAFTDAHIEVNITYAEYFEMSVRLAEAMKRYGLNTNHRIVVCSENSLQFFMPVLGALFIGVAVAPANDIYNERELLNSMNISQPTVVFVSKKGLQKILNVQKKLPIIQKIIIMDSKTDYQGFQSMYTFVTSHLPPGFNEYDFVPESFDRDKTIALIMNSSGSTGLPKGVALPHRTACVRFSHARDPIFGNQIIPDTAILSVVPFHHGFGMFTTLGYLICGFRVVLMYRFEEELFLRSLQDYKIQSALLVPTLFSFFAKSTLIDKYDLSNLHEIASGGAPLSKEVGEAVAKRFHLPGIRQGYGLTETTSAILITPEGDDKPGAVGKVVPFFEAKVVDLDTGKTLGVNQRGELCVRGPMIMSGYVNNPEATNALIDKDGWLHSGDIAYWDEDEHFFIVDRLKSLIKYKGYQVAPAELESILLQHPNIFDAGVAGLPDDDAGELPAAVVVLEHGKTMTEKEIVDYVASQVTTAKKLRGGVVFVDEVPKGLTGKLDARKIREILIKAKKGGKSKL
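Purified P. pyralis luciferase, 10 nM final, with Km-level 10 uM D-luciferin and 10 uM ATP in 50 mM Tris acetate pH 7.5, 10 mM Mg acetate, 0.01% Tween-20, 0.05% BSA; 6-point qHTS titration about 60 µM downward; luminescence read.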
MBNL1-CUG inh: qHTS Assay for Inhibitors of MBNL1-poly(CUG) RNA binding; Muscleblind-like protein 1 (Homo sapiens), Q9NR56; TR-FRET MBNL1-His/biotin-(CUG)12 binding, 665/545 ratio; Potency, µM (doses to about 57.5 µM), for the others: at the highest dose activity change, negative = inhibition, hits mostly inhibitors; actives 0.036% (n = 280,000); AID 2675, 2010; active = well fitted inhibition curve with a large enough effect in the signal ratio, with a control signal flat, not every such curve was filed as active; inconclusive = small, poorly fitted or top-dose-only effect, or effect the other way, or a change in a side signal; inactive = no such curve, though single readings can be large or run the other way; the % refers to the signal ratio; note: % is set by controls: 0 for no effect and ±100 for the full control effect
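TR-FRET readout: Ex 340 nm, 665/545 nm emission ratio, normalized to buffer-only (basal) and MBNL1-(CUG)12 controls. Complex of MBNL1-His with Biotin-(CUG)12, compounds 92 nM–58 uM, incubated 60 min at room temperature.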
RORg inh: qHTS for inhibitors of ROR gamma transcriptional activity | Nuclear receptor ROR-gamma (Mus musculus), P51450 | Drosophila S2 Gal4-RORgamma UAS-luciferase reporter, 20 h | Potency, µM (highest dose often 53.6 µM), for the others: at the highest dose activity change, negative = inhibition, actives largely listed as inhibitors | actives 5.4% (n = 310,000) | AID 2551, 2010; note: % is set by controls: 0 for no effect and ±100 for the full control effect; nearly all actives have a fitted effect of over 60% in size
Target sequence (P51450 whole entry, looked up, the tested form may be a part): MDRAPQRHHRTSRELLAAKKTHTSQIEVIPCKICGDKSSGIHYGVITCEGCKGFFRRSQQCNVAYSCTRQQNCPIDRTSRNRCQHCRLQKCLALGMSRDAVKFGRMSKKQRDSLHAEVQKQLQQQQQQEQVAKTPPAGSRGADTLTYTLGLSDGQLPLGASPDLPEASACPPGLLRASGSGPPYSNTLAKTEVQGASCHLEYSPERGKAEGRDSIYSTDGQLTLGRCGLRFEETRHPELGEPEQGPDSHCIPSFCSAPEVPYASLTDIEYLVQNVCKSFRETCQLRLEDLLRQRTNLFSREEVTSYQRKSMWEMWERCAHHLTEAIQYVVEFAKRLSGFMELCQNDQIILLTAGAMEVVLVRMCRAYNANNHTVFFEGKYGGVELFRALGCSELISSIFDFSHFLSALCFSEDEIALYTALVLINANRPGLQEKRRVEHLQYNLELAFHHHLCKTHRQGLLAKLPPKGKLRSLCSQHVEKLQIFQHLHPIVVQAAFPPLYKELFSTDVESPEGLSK
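Schneider cells (Drosophila), stable Gal4 DBD–ROR gamma + UAS-luc; 1 hr cmpd preincubation; Cu2+ induction 700 uM final; 20 hr ambient; luminescence.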
NPC1 prom act: qHTS Assay for NPC1 Promoter Activators | actives 2.4% (n = 320,000) | Huh7 NPC1 promoter luciferase reporter, 24 h | Potency, µM (series often up to 9.22 µM), for the others: at the highest dose activation, actives largely listed as activators | AID 485313, 2010;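 note: % of control where 0% means no effect; nearly all actives have a fitted effect of over 60% in size; reporter is driven by a mutant NPC1 promoter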
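Cells: Huh7 expressing luciferase under the NPC1 promoter, 1500/well. Seeded 2 h, compound added, incubated 24 h at 37 °C. Luciferase reagent, 10 min ambient, then luminescence.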
uPA generation: qHTS for Inhibitors of Cell Surface uPA Generation. cell surface uPA generation assay, qHTS. actives 0.31% (n = 330,000). Potency, µM (top dose mostly 38.3 µM), for the others: top-dose activity change, negative = inhibition, actives largely listed as inhibitors; active = well fitted inhibition curve with a large enough effect; inconclusive = small, poorly fitted or top-dose-only effect; inactive = no such curve, though single readings can be large or run the other way; tested in mouse RAW 264.7 cells; note: % is set by controls: 0 for no effect and ±100 for the full control effect; nearly all actives have a fitted effect of over 55% in size
BRCA1 expr up: qHTS Assay to Identify Small Molecule Activators of BRCA1 Expression; MCF7-BRCA1-FFLuc reporter, luminescence, 48 h; response scale: scaled: vehicle 0%, 10 µM genistein 100%; Potency, µM (series often up to 46.1 µM), without a hit: top-dose activation, actives largely listed as activators; actives 1.1% (n = 380,000); AID 624202, 2012; note: nearly all actives have a fitted effect of over 80% in size; some results filed as inactive show a strong effect at the top dose
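MCF7-BRCA1-FFLuc, 2000 cells/well; 2 h attach, 37 °C/5% CO2; compound 48 h; luciferase substrate 15 min; luminescence end-point. Norm. to genistein 10 microM max activation and DMSO; concentration-response curves fitted.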
ELG1 genotox: qHTS screen for small molecules that induce genotoxicity in human embryonic kidney (HEK293T) cells expressing luciferase-tagged ELG1; Potency, µM (series often up to 46 µM), for inactives: at the top dose activity change, positive = activation, most hits filed as activators; actives 1.3% (n = 330,000); HEK293T ELG1-luciferase reporter, luminescence, 16 h; AID 504466, 2011; note: % of control where 0% means no effect; nearly all actives have a fitted effect of over 60% in size
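Reporter readout depends on ELG1 protein level, which increases with genetic stress. After 16 hr compound exposure at 37 °C, luciferase activity was quantified using ONE-Glo.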
p53 reactivation: qHTS assay for re-activators of p53 using a Luc reporter. H1299 p53-A138V BP100-luciferase reporter, luminescence, 24 h. Potency, µM (doses to about 92.2 µM), for the others: at the top dose activity change, positive = activation, actives largely listed as activators. actives 0.063% (n = 320,000). AID 504706, 2011; note: % of control where 0% means no effect; nearly all actives have a fitted effect of over 45% in size
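H1299 (p53-null), stable ts p53-A138V + BP100-Luc; 1000 cells/well, Opti-MEM/10% FBS; cpd 4 pt, 1:5; 24 h, 37 deg C, 5% CO2; detection reagent 10 min RT; luminescence.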
Rab9 prom act: qHTS Assay for Rab9 Promoter Activators; Huh7 Rab9 promoter-luciferase reporter, luminescence, 24 h; Potency, µM (doses to about 9.22 µM), for inactives: at the top dose activation, negative = inhibition, actives largely listed as activators; actives 2.8% (n = 320,000); note: % of control where 0% means no effect; nearly all actives have a fitted effect of over 60% in size
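Huh7 cells stably carrying Rab9 promoter–luciferase reporter, plated 1500 cells/well, compound added after 2 h and incubated 24 h at 37 °C; luciferase luminescence then read after 10 min with detection reagent.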
* marks the source's active call; other numbers are inactive results; [ ] = remark or other dose. Unless noted, calls come from the whole dose curve; as a rule, active = well fitted curve in the direction sought with a large enough effect; inconclusive = small, poorly fitted or top-dose-only effect, or another doubt; inactive = no such curve, though single readings can be large; an effect the other way counts as inactive or inconclusive. Potency is the fitted concentration of half-maximal effect.

For C=CCN(C(=O)c1csnn1)C(C(=O)NCc1ccccc1)c1c(F)cccc1Cl (stereo unspecified) the results were Gal4-VP16 FLuc 2.3%, FLuc counter 1.3%, MBNL1-CUG inh -6.6%, RORg inh 0.8%, NPC1 prom act 0.9%, uPA generation -0.7%, BRCA1 expr up 10.5%, ELG1 genotox -0.8%, p53 reactivation -2.1% and Rab9 prom act 7.0%.
Screening Cc1ccccc1NC(=S)NC(=O)/C=C/c1ccco1 returned Gal4-VP16 FLuc 12.6µM*, FLuc counter -13.5%, MBNL1-CUG inh 10.1%, RORg inh inconclusive, NPC1 prom act -2.6%, uPA generation -3.7%, BRCA1 expr up -1.3%, ELG1 genotox -1.9%, p53 reactivation -2.9% and Rab9 prom act 2.5%.
`COc1ccccc1NC(=O)CN1CCCCC1` gave Gal4-VP16 FLuc 6.4%, FLuc counter -3.8%, MBNL1-CUG inh 11.0%, RORg inh -10.3%, NPC1 prom act 0.3%, uPA generation 6.4%, BRCA1 expr up -4.2%, ELG1 genotox 0.9%, p53 reactivation -4.6% and Rab9 prom act -0.3%.
CCCCCOc1ccc(/C=C/C(=O)NCCc2nc3ccccc3[nH]2)cc1OC was read as Gal4-VP16 FLuc inconclusive, FLuc counter -0.2%, RORg inh 7.5%, NPC1 prom act 0.3%, uPA generation -24.8%, BRCA1 expr up -0.3%, ELG1 genotox -6.8%, p53 reactivation -7.2% and Rab9 prom act -1.7%.
Screening CCc1nc2ccc(C(=O)N3CCN(c4ccc([N+](=O)[O-])cc4)CC3)cc2nc1CC returned Gal4-VP16 FLuc 3.4%, FLuc counter -0.3%, MBNL1-CUG inh inconclusive, RORg inh 19.5%, NPC1 prom act -4.9%, uPA generation inconclusive, BRCA1 expr up 0.0%, ELG1 genotox -10.7%, p53 reactivation -5.1% and Rab9 prom act -6.5%.
`CCCn1c(N)c(N(CCOC)C(=O)CCC2CCCCC2)c(=O)[nH]c1=O` gave FLuc counter 3.6%, NPC1 prom act 0.0%, uPA generation 6.9%, BRCA1 expr up 1.1%, ELG1 genotox -0.6%, p53 reactivation -8.1% and Rab9 prom act -5.9%.
For COc1cc(S(=O)(=O)Nc2ccccc2C)ccc1NC(=O)c1ccncc1 the results were Gal4-VP16 FLuc -6.0%, FLuc counter -0.3%, MBNL1-CUG inh -6.1%, RORg inh 10.7%, NPC1 prom act -9.2%, uPA generation -2.3%, BRCA1 expr up 15.1%, ELG1 genotox -1.6%, p53 reactivation -6.2% and Rab9 prom act -1.3%.
`CCOc1ccc(/C=C/C2=CC(C)(C)NC(=S)N2)cc1` gave Gal4-VP16 FLuc 2.24µM*, FLuc counter -18.5%, MBNL1-CUG inh 6.1%, RORg inh 0.708µM*, NPC1 prom act 0.2%, uPA generation -4.2%, BRCA1 expr up 8.5%, ELG1 genotox -12.3%, p53 reactivation 1.0% and Rab9 prom act 19.0%.
For CCOC(=O)C(NC(C)=O)C(=O)Nc1ccc(C(C)(C)C)cc1 (stereo unspecified) the results were Gal4-VP16 FLuc -7.8%[10 µM], FLuc counter 0.1%, MBNL1-CUG inh -5.7%, RORg inh -18.0%, NPC1 prom act -3.5%, uPA generation 3.1%, BRCA1 expr up 11.8%, ELG1 genotox 4.1%, p53 reactivation -1.0% and Rab9 prom act -5.4%.
`O=C(NNS(=O)(=O)c1ccccc1)c1ccncc1` gave Gal4-VP16 FLuc -6.7%, FLuc counter 1.4%, MBNL1-CUG inh -6.0%, RORg inh -21.8%, NPC1 prom act 15.5%, uPA generation 1.7%, BRCA1 expr up -3.4%, ELG1 genotox -5.3%, p53 reactivation 3.3% and Rab9 prom act -2.0%.
For Cc1onc(-c2ccccc2Cl)c1C(=O)NCc1ccc(F)cc1 the results were Gal4-VP16 FLuc -13.9%, FLuc counter 4.1%, MBNL1-CUG inh -13.4%, RORg inh -5.6%, NPC1 prom act -4.0%, uPA generation 3.1%, BRCA1 expr up 22.3%, ELG1 genotox -5.6%, p53 reactivation inconclusive and Rab9 prom act -2.0%.
Screening O=[N+]([O-])c1cccc(-c2nc(-c3ccncc3)no2)c1 returned Gal4-VP16 FLuc -9.6%, FLuc counter inconclusive, MBNL1-CUG inh inconclusive, RORg inh 4.9%, NPC1 prom act inconclusive, uPA generation 4.7%, BRCA1 expr up 73.5%, ELG1 genotox inconclusive, p53 reactivation 11.5% and Rab9 prom act inconclusive.
Cc1onc(-c2ccccc2Cl)c1C(=O)N1C=CC(C(F)(F)F)=NCC1 was read as Gal4-VP16 FLuc 0.3%, FLuc counter 4.8%, MBNL1-CUG inh -6.7%, RORg inh 22.7%, NPC1 prom act -3.0%, uPA generation 11.6%, BRCA1 expr up -16.3%, ELG1 genotox -1.7%, p53 reactivation 3.8% and Rab9 prom act 17.1%.
`COc1ccc(C)cc1NC(=O)CCCN1C(=O)C2CC=CCC2C1=O` (stereo unspecified) gave Gal4-VP16 FLuc -1.6%, FLuc counter 8.1%, MBNL1-CUG inh -3.6%, RORg inh 4.5%, NPC1 prom act 1.5%, uPA generation 0.9%, BRCA1 expr up -7.9%, ELG1 genotox 0.9%, p53 reactivation 23.5% and Rab9 prom act 0.8%.
CC(C)C(c1nnnn1Cc1ccc(F)cc1)N1CCSCC1 (stereo unspecified) was read as Gal4-VP16 FLuc 9.4%, FLuc counter 1.1%, MBNL1-CUG inh inconclusive, RORg inh inconclusive, NPC1 prom act 5.3%, uPA generation -2.4%, BRCA1 expr up -3.5%, ELG1 genotox -0.8%, p53 reactivation 5.4% and Rab9 prom act -3.3%.
`CC1CN(C(=O)c2cccc(S(=O)(=O)Nc3cc(Cl)ccc3Cl)c2)CC(C)O1` (stereo unspecified) gave Gal4-VP16 FLuc -5.5%, FLuc counter inconclusive, MBNL1-CUG inh -2.2%, RORg inh 7.1%, NPC1 prom act -6.0%, uPA generation -9.6%, BRCA1 expr up -14.7%, ELG1 genotox -5.6%, p53 reactivation -0.1% and Rab9 prom act 21.8%.
For CCCCn1c(O)c(C=NCCCN(C)C)c(=O)[nH]c1=O the results were Gal4-VP16 FLuc -5.2%, FLuc counter -4.4%, MBNL1-CUG inh -11.4%, RORg inh -18.3%, NPC1 prom act -3.5%, uPA generation -5.4%, BRCA1 expr up -14.1%, ELG1 genotox -2.5%, p53 reactivation -4.4% and Rab9 prom act -0.7%.
COc1ccccc1N1CCN(/N=C/C=C\c2ccco2)CC1 was read as Gal4-VP16 FLuc 12.1%, FLuc counter 4.78µM*, MBNL1-CUG inh 22.6%, RORg inh 17.8%, NPC1 prom act 1.12µM*, uPA generation -6.5%, BRCA1 expr up 2.82µM*, ELG1 genotox inconclusive, p53 reactivation inconclusive and Rab9 prom act 2µM*.
For COc1ccc(NC(=O)CCN2CCN(c3ccccc3F)CC2)c(OC)c1 the results were Gal4-VP16 FLuc 7.0%, FLuc counter -0.4%, MBNL1-CUG inh -1.1%, RORg inh -17.1%, NPC1 prom act -1.3%, uPA generation 2.8%, BRCA1 expr up -6.6%, ELG1 genotox 2.2%, p53 reactivation 7.6% and Rab9 prom act 3.2%.
Screening O=C(O)c1ccc(Sc2nnnn2-c2ccccc2)c([N+](=O)[O-])c1 returned Gal4-VP16 FLuc 1.9%, FLuc counter 2.7%, MBNL1-CUG inh inconclusive, RORg inh -12.1%, NPC1 prom act 3.6%, uPA generation -0.5%, BRCA1 expr up -1.1%, ELG1 genotox 1.7%, p53 reactivation 9.4% and Rab9 prom act -2.0%.
For O=C(NCCC1=CCCCC1)C1CCN(c2nnc(-n3cccc3)s2)CC1 the results were Gal4-VP16 FLuc 1.4%, FLuc counter -18.2%, MBNL1-CUG inh -9.1%, RORg inh inconclusive, NPC1 prom act 0.5%, uPA generation 2.0%, BRCA1 expr up 3.9%, ELG1 genotox 0.9%, p53 reactivation -0.6% and Rab9 prom act 1.7%.
For COc1ccc(CN2CC[C@H]3C=CCc4cccc(c43)C2)cc1 the results were FLuc counter 4.1%, NPC1 prom act -1.6%, uPA generation 1.2%, BRCA1 expr up -24.9%, ELG1 genotox -2.6%, p53 reactivation 2.8% and Rab9 prom act -0.2%.
CN(C)CCNC(=O)C(=O)NCC1OCCN1S(=O)(=O)c1cc(F)ccc1F (stereo unspecified) was read as Gal4-VP16 FLuc 0.9%, FLuc counter 0.5%, MBNL1-CUG inh -4.5%, RORg inh -7.8%, NPC1 prom act 1.4%, uPA generation 7.1%, BRCA1 expr up -3.2%, ELG1 genotox 3.6%, p53 reactivation -2.6% and Rab9 prom act -0.1%.
